SRC3 inh – inhibits human SRC3 coactivator | Q9Y6Q9 | HEK293 GAL4-SRC3 luciferase reporter, luminescence | inhibition, % at 3.6 µM | hit rate 0.17% among 360,000 | AID 588352;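 active = inhibition above a per-campaign cutoff, the mean of all compounds plus 3 SD, cut at about 60% in these data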;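 also: 0% = DMSO-treated cells and 100% = gossypol-treated cells at 36 µM; higher means less SRC3-driven luciferase light from the GAL4 reporter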
NCOA1 inh – human NCOA1 inhibition. AID 588354. HEK293 GAL4-SRC1 luciferase reporter, luminescence. Q15788. hit rate 0.12% among 360,000. inhibition, % at 3.6 µM;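 active = inhibition above the campaign mean plus 3 SD, with each screening campaign given its own cutoff, cut at about 60% in these data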;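 also: 0% = DMSO treated cells and 100% = gossypol at 36 µM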
NR5A2 inv ag – suppresses constitutive activity of human LRH-1. O00482. HEK293T StAR-luciferase reporter, LRH-1 transfected, 24 h. inhibition, % at 3.6 µM. hit rate 0.13% among 360,000. AID 602396;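 active = inhibition above the mean inhibition of all tested compounds plus 3 SD, cut at about 73% in these data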;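 also: 0% = DMSO wells and 100% = reporter-only cells lacking LRH-1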
KKLEB cytotox – reduces viability of KKLEB cystic fibrosis airway cells. KKLEB CF airway cells viability, ATPlite luminescence, overnight; hits give low values; cells stimulated with P. aeruginosa culture filtrate. activity change (cytotoxicity), % at 5 µM. hit rate 0.36% among 360,000. AID 602141;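 active = corrected activity change at or below -50% at 5 µM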
Shn3 inh set2 – Schnurri-3 reporter inhibition in Clone20 osteoblasts. hit rate 0.52% among 360,000. inhibition, % at 12.5 µM. Clone20 osteoblast Shn3 3'UTR firefly luciferase, 24 h;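 active = mean inhibition of at least 75% with every replicate also reaching 75%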;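 also: 0% = median of neutral control wells and 100% = pilot-screen positive control compound; some compounds past the cut are filed as inactive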
EBV LMP1 NFkB – Epstein-Barr LMP1 NF-kappaB reporter inhibition | LMP1-induced NF-kappaB luciferase reporter cells, luminescence | inhibition, % at 12.5 µM | hit rate 0.69% among 350,000 | AID 504558; in the data active = inhibition above about 41%;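 also: 0% = neutral control wells and 100% = reference inhibitor control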
TWEAK Fn14 block – blocks TWEAK-Fn14 interaction in a reporter cell assay; hit rate 2% among 360,000; TWEAK-stimulated Fn14 reporter cells, luciferase luminescence, 8 h; inhibition, % at 10 µM; in the data active = inhibition above about 50%
COUP-TFII inh – inhibitors of human COUP-TFII (NR2F2); P24468; HEK293T NGFI-A luciferase reporter, luminescence; inhibition, % at 8.6 µM; hit rate 0.7% among 370,000; AID 686940;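 active = inhibition above a per-plate cutoff, mean inhibition of test wells between control levels plus 3 SD, cut at about 38% in these data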;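 also: cells cotransfected with COUP-TFII expression vector driving the NGFI-A reporter; 0% = median of COUP-TF2 test wells and 100% = reporter-only cells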
Target sequence (P24468 whole entry, looked up): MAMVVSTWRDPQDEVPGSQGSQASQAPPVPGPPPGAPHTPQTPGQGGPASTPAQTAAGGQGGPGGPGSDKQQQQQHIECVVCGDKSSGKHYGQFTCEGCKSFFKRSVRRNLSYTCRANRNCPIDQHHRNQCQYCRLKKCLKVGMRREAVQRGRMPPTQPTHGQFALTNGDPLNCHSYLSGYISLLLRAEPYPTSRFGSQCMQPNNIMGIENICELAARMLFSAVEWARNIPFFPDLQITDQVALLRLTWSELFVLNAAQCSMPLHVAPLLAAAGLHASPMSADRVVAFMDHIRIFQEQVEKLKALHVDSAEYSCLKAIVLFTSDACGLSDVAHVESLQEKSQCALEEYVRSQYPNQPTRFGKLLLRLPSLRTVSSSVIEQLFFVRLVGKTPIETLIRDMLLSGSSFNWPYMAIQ
TROY signal inh – inhibitors of TROY-dependent NF-kB signaling | Q293 LMP1-TROYcd NF-kB luciferase reporter, 4 h | inhibition, % at 10 µM | hit rate 0.98% among 360,000 | AID 1347056;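 active = compounds whose plate-normalised and pattern-corrected inhibition of the luciferase reporter signal at the single screening dose is 50% or more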
C8 TRAIL sens – caspase-8 TRAIL sensitization. NB7+C8 cells + TRAIL, ATPlite viability luminescence. inhibition (viability loss, TRAIL sensitization), % at 10 µM. hit rate 1% among 360,000;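 active = compounds causing at least 50% loss of cell viability in the single-dose screen, relative to plate controls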
CF NFkB inh – cystic fibrosis NF-kB activation inhibition; KKLEB NF-kB-GFP reporter, PAF-induced, GFP fluorescence overnight; inhibition, % at 5 µM; hit rate 0.86% among 360,000; AID 588850;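 active = at least 50% inhibition at 5 µM, scaled per plate between neutral and stimulator controls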;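 also: PAF is a Pseudomonas aeruginosa culture filtrate used as stimulus; plate controls were PAF-stimulated DMSO wells for no effect and unstimulated DMSO wells for full effect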
Active calls of the source: *. An excerpt. The share of hits here may be higher or lower than overall.

nr | molecule | SRC3 inh | NCOA1 inh | NR5A2 inv ag | KKLEB cytotox | Shn3 inh set2 | EBV LMP1 NFkB
1 | c1ccc(COC2CCCN(Cc3nc(Cc4ccccc4)no3)C2)cc1 (stereo not drawn) | 24.1 | -21.9 | 9.0 | 9.2 | 12.5 | -10.6
2 | O=S1(=O)CCC(N=Cc2ccc(-c3ccc(Cl)cc3)o2)C1 (stereo not drawn) | -7.5 | -5.6 | 12.2 | 1.7 | -14.6 | -31.1
3 | CC(=O)c1ccc(NC(=O)COC(=O)/C=C/c2cccs2)cc1 | -14.4 | -9.8 | -12.5 | -11.2 | -17.7 | 4.5
4 | Cc1cc(C)n(C(=O)c2cc3ccccc3c(=O)o2)n1 | 4.2 | 2.5 | -2.7 | -1.5 | 0.3 | -2.4
5 | CCN1CCN(c2cc(C)c3cc(NC(=S)N4CCC5(CC4)OCCO5)ccc3n2)CC1 | 3.0 | -8.5 | 0.2 | -1.8 | -20.4 | 2.5
6 | CCn1c(Cn2nnc(-c3ccccc3)n2)nnc1SCC(=O)Nc1ccccc1 | 6.1 | 3.7 | 17.9 | 3.5 | 14.7 | -4.4
7 | Cc1cccc(C)c1OCc1nnc(SCC(=O)Nc2nccs2)o1 | 1.8 | -2.0 | 5.4 | 2.2 | -0.8 | 1.3
8 | COc1cccc(Cn2c(OCC3CCCO3)nc3c2c(=O)n(C)c(=O)n3C)c1 (stereo not drawn) | 16.0 | -10.4 | 0.8 | 8.8 | 11.8 | 0.7
9 | COc1c2c(cc3oc(C)cc(=O)c13)OC(C(C)(C)OC1OC(CO)C(O)C(O)C1O)C2 (stereo not drawn) | 14.2 | -6.9 | -5.9 | -27.2 | -4.2 | 3.6
10 | O=[N+]([O-])c1ccccc1S(=O)(=O)N1CCN(CC2CC=CCC2)CC1 (stereo not drawn) | -1.1 | -7.7 | 11.9 | -0.1 | 6.3 | -1.1
11 | COc1cccc(Nc2nnc(SCC(=O)N3CC(=O)Nc4ccccc43)s2)c1 | 19.6 | 10.4 | 4.9 | 9.9 | -18.6 | -3.3
12 | COc1cc(CNCCCN2CCOCC2)cc(Cl)c1OCC(=O)NC(C)(C)C | 1.8 | -2.0 | -7.6 | -3.6 | 10.5 | -0.9
13 | CN(C)C1CCCCC=CC(=O)NC1 (stereo not drawn) | 17.6 | -10.6 | 13.9 | 6.3 | -2.7 | 4.8
14 | CC(=O)Nc1ccc(NC(=O)c2nc(S(=O)(=O)Cc3cccc(C)c3)ncc2Cl)cc1 | -48.6 | -39.7 | -55.3 | -30.7 | 97.5* | 6.9
15 | CC1Sc2n(c3ccccc3[n+]2C)N=C1c1ccccc1 (stereo not drawn) | 18.1 | 30.5 | 31.9 | -4.0 | 70.2 | -1.0

nr | TWEAK Fn14 block | COUP-TFII inh | TROY signal inh | C8 TRAIL sens | CF NFkB inh
1 | -8.7 | 4.9 | 7.5 | -18.8 | -1.9
2 | 6.8 | 2.6 | 7.5 | -1.3 | 1.6
3 | 15.9 | -17.8 | -0.4 | 30.5 | -14.2
4 | -7.4 | 12.7 | -42.2 | 3.9 | -5.3
5 | -18.1 | 14.0 | -1.0 | 26.4 | 4.6
6 | -9.2 | 14.7 | -2.2 | -9.8 | -6.1
7 | -7.7 | 17.5 | -31.3 | -18.6 | 13.9
8 | -9.3 | -11.9 | 2.7 | 0.7 | -4.0
9 | -3.2 | -1.1 | -7.3 | -3.5 | 25.9
10 | 11.4 | 3.9 | -19.0 | 0.0 | -0.1
11 | 4.0 | 10.1 | 8.9 | -1.4 | 14.0
12 | -17.0 | 2.6 | -24.7 | 8.2 | 12.8
13 | -17.1 | -10.4 | -5.2 | -24.1 | 0.1
14 | 70.0* | -4.3 | 74.8* | 90.3* | 102.1*
15 | 22.8 | 30.5 | 12.9 | 26.8 | -12.9

Remaining list, next part:
nr | molecule | SRC3 inh | NCOA1 inh | NR5A2 inv ag | KKLEB cytotox | Shn3 inh set2 | EBV LMP1 NFkB
16 | O=C(NS(=O)(=O)Nc1ccc(Br)cn1)c1c[nH]c2ccccc12 | -1.1 | 10.9 | -2.8 | 14.4 | 6.8 | -8.6
17 | Cc1c(C(=O)NC2CCCC2)oc2ccccc12 | -25.2 | -26.9 | 11.5 | 6.8 | -35.0 | -11.3
18 | COc1ccc(NC(=S)Nc2ccc3nsnc3c2)cc1 | -11.3 | -95.9 | -50.1 | 8.2 | -3.5 | -12.9
19 | C#CCOCCOCCOCCNc1nc(N2CCOCC2)nc(N2CCN(C(=O)[C@H]([C@@H](C)CC)n3cc(CCCCN)nn3)CC2)n1 | -21.1 | 7.3 | -14.3 | -17.9 | 17.9 | 0.9
20 | CN1CCN(C(=O)c2cnn(-c3ccccc3)c2NC(=O)c2ccccc2Cl)CC1 | 11.4 | -8.2 | -2.3 | -19.1 | -19.6 | -6.3
21 | CN(C)CCCn1c2c(c(SCC(=O)Nc3cccc4ccccc34)nc1=O)CCC2 | -15.2 | -20.2 | 11.4 | 6.3 | -9.9 | -1.6
22 | Cc1cc(OC(=O)c2ccccc2Cl)c([N+](=O)[O-])c(=O)[nH]1 | -2.1 | -7.6 | -10.0 | -3.0 | -0.8 | -1.9
23 | CNC(=O)C(C)Sc1ccc(S(=O)(=O)N2CCOCC2)cn1 (stereo not drawn) | 16.2 | -7.6 | -17.4 | 0.5 | 1.2 | 0.4
24 | O=C(c1ccc2c(c1)OCO2)C1CCCN(Cc2cccn2-c2cccnc2)C1 (stereo not drawn) | 16.6 | -10.6 | 2.3 | -4.6 | 17.7 | -1.3

nr | TWEAK Fn14 block | COUP-TFII inh | TROY signal inh | C8 TRAIL sens | CF NFkB inh
16 | -15.8 | -0.1 | -31.5 | -32.0 | -15.6
17 | -17.0 | 9.8 | -50.4 | -8.5 | 2.3
18 | -4.1 | -49.4 | -35.4 | -5.1 | -1.6
19 | -5.5 | -2.0 | -16.2 | -10.4 | 27.7
20 | 13.2 | -6.9 | -9.4 | -17.8 | 30.0
21 | -18.3 | 7.5 | -10.9 | 15.0 | 1.0
22 | -17.9 | -15.3 | 4.5 | -5.2 | 5.2
23 | -3.3 | 9.5 | 6.8 | 23.3 | -34.1
24 | -6.2 | 19.4 | -17.2 | 4.8 | 2.1

Entries above that have a Cl atom:
nr | molecule | SRC3 inh | NCOA1 inh | NR5A2 inv ag | KKLEB cytotox | Shn3 inh set2 | EBV LMP1 NFkB
2 | O=S1(=O)CCC(N=Cc2ccc(-c3ccc(Cl)cc3)o2)C1 (stereo not drawn) | -7.5 | -5.6 | 12.2 | 1.7 | -14.6 | -31.1
12 | COc1cc(CNCCCN2CCOCC2)cc(Cl)c1OCC(=O)NC(C)(C)C | 1.8 | -2.0 | -7.6 | -3.6 | 10.5 | -0.9
14 | CC(=O)Nc1ccc(NC(=O)c2nc(S(=O)(=O)Cc3cccc(C)c3)ncc2Cl)cc1 | -48.6 | -39.7 | -55.3 | -30.7 | 97.5* | 6.9
20 | CN1CCN(C(=O)c2cnn(-c3ccccc3)c2NC(=O)c2ccccc2Cl)CC1 | 11.4 | -8.2 | -2.3 | -19.1 | -19.6 | -6.3
22 | Cc1cc(OC(=O)c2ccccc2Cl)c([N+](=O)[O-])c(=O)[nH]1 | -2.1 | -7.6 | -10.0 | -3.0 | -0.8 | -1.9

nr | TWEAK Fn14 block | COUP-TFII inh | TROY signal inh | C8 TRAIL sens | CF NFkB inh
2 | 6.8 | 2.6 | 7.5 | -1.3 | 1.6
12 | -17.0 | 2.6 | -24.7 | 8.2 | 12.8
14 | 70.0* | -4.3 | 74.8* | 90.3* | 102.1*
20 | 13.2 | -6.9 | -9.4 | -17.8 | 30.0
22 | -17.9 | -15.3 | 4.5 | -5.2 | 5.2

Assay outcomes deposited in PubChem BioAssay by several laboratories.
